Screening results as filed in PubChem.
TPT1 inh = Candida albicans TPT1 enzyme inhibitors, primary screen, biochemical, fluorescence polarization; tRNA 2'-phosphotransferase TPT1 (Candida albicans SC5314); recombinant caTPT1, FP RNA substrate dephosphorylation; inhibition, % at 5 µM; 0.81% of 300,000 active; AID 1962, 2009;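 active = inhibition above the mean of all tested compounds plus 3 SD, set per screening campaign, cut at about 24% in these data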;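 note: plate controls were DMSO alone for no effect and ferristatin control at 100 nM for full effect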
PAFAH2 inh = PAFAH2 enzyme inhibitors, primary screen, biochemical, fluorescence polarization, human; Platelet-activating factor acetylhydrolase 2, cytoplasmic (Homo sapiens), Q99487; recombinant PAFAH2, FP-rhodamine activity probe; inhibition, % at 3.39 µM; 0.99% of 340,000 active; AID 492956, 2010;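 active = inhibition above the mean over all tested compounds plus 3 SD, cut at about 30% in these data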;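 note: inhibitors block probe labeling of enzyme so polarization drops; 0% = enzyme with DMSO and 100% = wells lacking PAFAH2 protein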
AHR activator = AHR activators, primary screen, cell-based, luminescence, luciferase reporter, human | activation, % at 5 µM | AHR-responsive luciferase reporter cells | Aryl hydrocarbon receptor (Homo sapiens), P35869 | 2.5% of 320,000 active; in the data active = activation above about 47%;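 note: 0% = vehicle wells and 100% = reference agonist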
core dimer inh = inhibitors of HCV core protein dimerization, primary screen, biochemical, TR-FRET, high-throughput. TR-FRET GST/Flag-core106 dimerization, 1536-well. inhibition, % at 5 µM. 0.33% of 300,000 active;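 active = inhibition above the mean of all tested compounds plus 3 SD, set per screening campaign, cut at about 45% in these data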
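test system = GST/Flag-tagged HCV core106 proteins | probe or stimulus = Eu donor and XL665 acceptor anti-tag antibodies | times = compound-protein-antibody incubation 4 h at 22.5 °C | signal = TR-FRET, excitation 340 nm, emission 617 and 671 nm | measure = percent inhibition of core106 dimerization signal | controls = wells lacking GST-core106 and wells with excess unlabelled core106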
procasp7 counter = procaspase-7 activators, primary screen, counter-screen for procaspase-3 activator project, biochemical, absorbance, HTS, human; Caspase-7 (Homo sapiens), P55210; recombinant procaspase-7, Ac-DEVD-pNA absorbance 405 nm; D23A/D198A/D206A triple mutant, cannot self-cleave; scale: DMSO 0, 5 µM enzyme 100; activation, % at 8.5 µM; 0.093% of 330,000 active;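 active = percent activation above the screen-wide mean plus 3 SD, cut at about 25% in these data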
Target sequence (P55210 whole entry D23A/D198A/D206A): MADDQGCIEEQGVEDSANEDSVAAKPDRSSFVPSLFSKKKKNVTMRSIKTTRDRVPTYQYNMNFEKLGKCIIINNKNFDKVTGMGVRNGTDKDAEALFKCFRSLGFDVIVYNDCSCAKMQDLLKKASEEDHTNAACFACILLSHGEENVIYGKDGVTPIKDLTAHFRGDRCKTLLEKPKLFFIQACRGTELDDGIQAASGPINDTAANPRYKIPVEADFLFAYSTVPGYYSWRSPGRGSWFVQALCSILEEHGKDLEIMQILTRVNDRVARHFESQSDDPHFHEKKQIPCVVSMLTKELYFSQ
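Detection: p-Nitroaniline absorbance at 405 nm, read at 0 and 120 min; system: Uncleavable procaspase-7 mutant enzyme; evaluation: % activation from two-timepoint absorbance difference, scaled to controls; times: 1 h enzyme–compound preincubation and 2 h substrate reaction, both 25 °C; buffer or medium: Zinc-free HEPES pH 7.4 with 300 mM NaCl, 0.01% Triton X-100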
PP5 primary = PP5 phosphatase inhibitors, primary screen, biochemical, fluorescence | purified PP5c, OMFP substrate fluorescence | inhibition, % at 6.7 µM | 0.18% of 320,000 active | Serine/threonine-protein phosphatase 5 (Homo sapiens), P53041;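 active = inhibition above the campaign's mean inhibition across all tested compounds plus 3 SD, cut at about 9.5% in these data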;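 note: 0% = DMSO only and 100% = 100 µM cantharidin control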
Target sequence (P53041 whole entry, looked up): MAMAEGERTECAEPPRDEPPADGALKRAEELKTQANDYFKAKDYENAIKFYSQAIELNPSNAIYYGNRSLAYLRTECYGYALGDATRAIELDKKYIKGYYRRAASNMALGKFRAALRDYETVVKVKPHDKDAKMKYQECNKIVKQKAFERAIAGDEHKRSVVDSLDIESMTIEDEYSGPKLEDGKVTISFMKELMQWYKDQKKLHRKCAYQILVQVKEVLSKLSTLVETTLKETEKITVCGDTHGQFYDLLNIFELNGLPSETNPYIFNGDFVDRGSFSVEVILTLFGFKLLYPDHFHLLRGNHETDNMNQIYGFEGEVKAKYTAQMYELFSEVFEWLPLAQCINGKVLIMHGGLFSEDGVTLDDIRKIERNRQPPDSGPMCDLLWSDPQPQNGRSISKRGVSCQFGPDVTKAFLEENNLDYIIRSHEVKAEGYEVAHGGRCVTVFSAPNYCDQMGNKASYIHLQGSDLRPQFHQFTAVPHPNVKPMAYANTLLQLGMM
CTSL1 counter = Fasciola hepatica cathepsin L1 inhibitors, primary screen, counter-screen for PFM18AAP inhibitor project, biochemical, QFRET, fluorogenic peptide substrate. recombinant F. hepatica cathepsin L1, Z-Leu-Arg-MCA fluorescence. 0.49% of 300,000 active. inhibition, % at 5.96 µM;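 active = inhibition above the mean of all tested compounds plus 3 SD, set per screening campaign, cut at about 17% in these data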;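 note: 0% = plate median of test compound wells and 100% = 1 µM Z-Phe-Ala-diazomethylketone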
proCasp3 act = activators of human procaspase-3 D3A mutant, primary screen, biochemical, absorbance, PC-3 D3A mutant, single concentration; Caspase-3 (Homo sapiens), P42574; recombinant procaspase-3 D3A, Ac-DEVD-pNA absorbance 405 nm; activation, % at 8.5 µM; 0.11% of 330,000 active;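 active = activation above the mean of all tested compounds plus 3 SD, cut at about 21% in these data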;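 note: 0% = DMSO alone and 100% = DMSO wells spiked with extra 5 µM PC-3 D3A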
Target sequence (P42574 whole entry D9A/D28A/D175A): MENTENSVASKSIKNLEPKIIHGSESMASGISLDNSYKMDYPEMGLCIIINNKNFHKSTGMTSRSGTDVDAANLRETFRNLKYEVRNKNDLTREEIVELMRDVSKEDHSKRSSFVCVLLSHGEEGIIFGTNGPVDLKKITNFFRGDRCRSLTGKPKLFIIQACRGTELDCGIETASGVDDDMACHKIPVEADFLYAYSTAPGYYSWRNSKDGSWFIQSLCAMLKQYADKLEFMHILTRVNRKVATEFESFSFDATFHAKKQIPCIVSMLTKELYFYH
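Assay system – Procaspase-3 D3A mutant, all three cleavage aspartates alanine · Controls – DMSO-only low control, 5 µM PC-3 D3A high control · Schedule – 1 h compound preincubation, 2 h substrate hydrolysis at 25 °C · Signal – 405 nm absorbance of p-nitroaniline, reads at 0 and 120 min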
PP1 inh = PP1-alpha phosphatase inhibitors, primary screen, counter-screen for PP5 inhibitor project, biochemical, fluorescence, OMFP substrate, single point. Serine/threonine-protein phosphatase PP1-alpha catalytic subunit (Homo sapiens), P62136. purified PP1alpha. inhibition, % at 6.7 µM. 0.9% of 320,000 active;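 active = inhibition above the mean inhibition of all tested compounds plus 3 SD, computed separately for each screening campaign, cut at about 15% in these data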
* marks the source's active call; other numbers are inactive results; nt = not tested or not shown; & = joins results of further samples; ! = repeats disagree. Hits appear at their usual frequency. About 5.6% of those tested had a hit in this group.

SMILES	TPT1 inh	PAFAH2 inh	AHR activator	core dimer inh	procasp7 counter	PP5 primary	CTSL1 counter	proCasp3 act	PP1 inh
O=C(NCC(c1cccnc1)N1CCN(c2ccc(F)cc2)CC1)c1ccc(F)cc1 (stereo not given)	0	3	-1	-1	6	-1.5	2	8	-2
CCn1c(O)c(/C=C/C=C/C=Nc2ccccc2)sc1=S	12	-5	1	28	-3	-0.2	2	5	4
O=C(O)c1ccc(-c2nc(-c3ccccc3)c(-c3cccs3)[nH]2)cc1	7	8	7	14	6	2.2	5	-3	4
Clc1ccc(N/N=C/c2ccncc2)cc1Cl	-2	0	24	-5	2	-0.9	-1	-14	4
N#Cc1cnc(Sc2ccccc2)nc1	-3	0	3	-1	5	-2.5	-1	-2	3
Cc1nn(C)c(Oc2cccc(Cl)c2)c1C=O	1	8	2	1	2	-0.5	-2	-2	2
CCN(CC)CCn1cnc2c1c(=O)[nH]c(=O)n2Cc1ccccc1	-1	5	5	2	4	3.0	-2	-5	-3
Cc1c(C(C)(C)O)[nH]c2ccc(C(F)(F)F)cc12	-2	7	-1	-1	-6	8.1	-1	-6	7
C/C(=N\NC(=O)c1cccc(N/N=C(\C)c2ccccc2)c1)c1ccccc1	-1	5	13	7	-9	1.4	1	0	2
COc1ccc(C)cc1S(=O)(=O)N1CCC(C(=O)NC2CCCC2)CC1	0	4	-3	8	-3	-1.7	-1	-2	1
COC(=O)c1ccc2c(=O)n(CCCCCC(=O)NC(C)C)c(=O)[nH]c2c1	-1	-1	3	-2	1	-2.5	10	5	-5
COc1ccc(NC(=O)Nc2ccc(C(=O)N3CCOCC3)cc2)cc1	2	-7	4	0	-3	2.7	-4	10	1
O=C(c1cc(-c2cccc(Cl)c2)on1)N1CCN(c2ccccc2)CC1	0	6	-7	12	9	2.9	-2	0	-1
O=C(NCC12CC3CC(CC(C3)C1)C2)c1nn2cccnc2c1Cl	1	-1	0	-2	1	2.1	1	-3	-6
COc1ccc(-c2cc(C(F)(F)F)n3ncc(C(=O)N4CCc5ccccc5C4)c3n2)cc1	-1	6	6	6	-2	-0.7	4	-3	3
Cc1cccc(NC(=O)c2ccc(S(=O)(=O)N3CCCCCC3)cc2)n1	-1	-3	1	-10	0	0.6	-4	3	1
CC(C)(C)NC(=O)c1ccc(COc2ccc(Cl)cc2Cl)o1	-3	1	7	4	-5	7.0	2	-5	3
COc1ccccc1-c1nc(C(N)=O)c2[nH]c(=O)n(-c3cccc(C)c3)c2n1	3	-3	66*	1	5	-2.6	1	-3	-1
CCCCNC(=S)N1CCC(Cc2ccccc2)CC1	-1	1	2	-6	6	0.0	0	1	0
N#Cc1ccc(C23CC4(C2)[C@H](CN(P(=O)(c2ccccc2)c2ccccc2)[C@@H]4c2ccccc2)C3c2ccc(Cl)nc2)cc1 (stereo not given in full)	-4	-5	2	53*	12	3.7	2	2	18*

Next section (4 carried over from the part before).
SMILES	TPT1 inh	PAFAH2 inh	AHR activator	core dimer inh	procasp7 counter	PP5 primary	CTSL1 counter	proCasp3 act	PP1 inh
CC(C)(C)NC(=O)c1ccc(COc2ccc(Cl)cc2Cl)o1	-3	1	7	4	-5	7.0	2	-5	3
COc1ccccc1-c1nc(C(N)=O)c2[nH]c(=O)n(-c3cccc(C)c3)c2n1	3	-3	66*	1	5	-2.6	1	-3	-1
CCCCNC(=S)N1CCC(Cc2ccccc2)CC1	-1	1	2	-6	6	0.0	0	1	0
N#Cc1ccc(C23CC4(C2)[C@H](CN(P(=O)(c2ccccc2)c2ccccc2)[C@@H]4c2ccccc2)C3c2ccc(Cl)nc2)cc1 (stereo not given in full)	-4	-5	2	53*	12	3.7	2	2	18*
O=C(c1ccccc1F)N1CCN(c2ccc([N+](=O)[O-])c3cccnc23)CC1	1	0	-3	5	3	0.5	3	-2	-3
COCCNC(=O)CN(C(=O)CCC(=O)Nc1ccccn1)c1ccc(F)cc1	-1	1	1	-7	-3	1.3	-4	3	9
O=C(COC(=O)CCOc1ccccc1)Nc1cc(S(=O)(=O)N2CCCCC2)ccc1Cl	1	-1	1	7	-3	0.0	-9	1	-4
CCn1cc(C(=O)N[C@@H](CC(C)C)C(=O)NCCCn2ccnc2)c(=O)c2cc3c(cc21)OCO3	-5	-6	3	-8	8	0.7	4	3	-2
CC(C)c1ccc(C2NC(=O)NC3=C2CCc2ccccc23)cc1 (stereo not given)	-1	-4	20	6	4	2.7	0	-13	7
COc1cccc(C(=O)NC(C)C(c2cccs2)N2CCOCC2)c1 (stereo not given)	-1	1	4	-15	5	0.5	-5	8	2
COC(=O)Cn1ccc2cc(S(=O)(=O)N3CCCCC3)ccc21	-1	2	1	-6	1	0.5	-3	-1	0
CCCOc1ccc(C2C(C(=O)/C=C/c3ccco3)=C(O)C(=O)N2CCN2CCOCC2)cc1OC (stereo not given)	7	-10	2	7	-10	0.6	7	0	-1
CCOC(=O)c1c(-c2ccc(F)cc2)csc1NC(=O)CN1C(=O)NC2(CCCCC2C)C1=O (stereo not given)	-4	-5	11	10	-2	4.4	8	5	10
Cc1cc(C)cc(NC(=O)c2ccc(CNc3c(N4CCCC4)c(=O)c3=O)cc2)c1	0	5	4	-2	6	0.8	-2	-2	0
COc1ccc(S(=O)(=O)N2CCCCCC2)cc1C(=O)N(C)CC(=O)Nc1ccccc1Cl	-2	2	2	-2	-4	-0.5	0	8	-3
Cc1cc(O)c(-c2cc(C(=O)NCCc3ccc(S(N)(=O)=O)cc3)[nH]n2)cc1C	-2	-4	5	2	24	4.2	1	3	-5
COc1cccc(C(=O)NC(=S)Nc2ccc([N+](=O)[O-])cc2C)c1	-1	1	-1	8	-10	-1.0	4	1	-1
COc1ccccc1CN1C[C@@H]2C[C@@H](c3ccc(C)cc3)N3CCC[C@@]23C1=O	-2	-6	0	4	2	2.8	-3	7	1
COc1ccc(-n2cc(CNCCN3CCOC3=O)c(-c3ccccc3Cl)n2)cc1	2	0	1	-5	3	1.6	1	-4	-4
Cc1cc(NC(=O)c2cc3nc(C4CC4)cc(C(F)(F)F)n3n2)no1	7	2	1	14	-1	0.5	-7	6	-3
C/C=C\C=C/C(=O)Nc1cccc(C2=NOC3(C2)C[C@@H](C(N)=O)N(C(=O)COc2ccc(Cl)cc2)C3)c1 (stereo not given in full)	1	-14	1	25	-8	3.4	3	8	19*
O=C(OCCN1CCOCC1)C(c1ccccc1)c1ccccc1	2	5	-2	10	-9	-1.7	-4	-1	-3
Oc1c(Br)cc2oc3c(c2c1CNCc1ccccc1)CCCC3	1	-4	1	-11	-3	1.0	-4	0	-2
CCCNC(=O)CN(c1ccc(F)c(Cl)c1)S(C)(=O)=O	8	9	2	3	8	1.2	-1	9	-3
CC1(C)CC(=O)C2=C(C1)NC(=O)CC2c1cccc(F)c1 (stereo not given)	-1	-9	-3	7	6	0.9	4	-5	2
COC(=O)c1ccc(NC(=O)Cn2c([N+](=O)[O-])cnc2C)cc1	1	3	3	-2	9	1.3	-2	4	1
CCCCOCP(=O)(CC)COCCCC	0	-2	0	-2	-1	-1.7	2	0	-3
CCN(CC)S(=O)(=O)c1cc(NC(=O)C(C)Nc2ccccc2N2CCOCC2)ccc1C (stereo not given)	-3	-1	0	0	4	0.4	-1	-5	-1
Cc1ccc(Cl)cc1NC(=S)N(CCCN1CCN(C)CC1)Cc1ccco1	-1	10	2	-3	3	0.0	1	6	-1
Nc1ccc(C(=O)OCc2ccncc2)cc1[N+](=O)[O-]	-5	3	2	-2	-8	0.6	-4	4	-4
Cc1ccc(C(=O)NC2(C(F)(F)F)N=C3SCCN3C2=O)cc1 (stereo not given)	3	12	1	-1	4	0.5	0	-8	-2
CCC(C)C(NC(=O)C(N)CC(C)C)C(=O)NC(CCC(=O)OCc1ccccc1)C(N)=O (stereo not given)	7	-3	1	-1	-6	2.2	-5	4	2
CCOC(=O)C1CCCCN1Cc1ccccc1C(F)(F)F (stereo not given)	-1	-2	-1	-3	-8	1.4	-1	9	6
CCc1ccc(C2C(C#N)=C(N)C(C#N)(C#N)C3=CCC(C(C)(C)C)CC32)cc1 (stereo not given)	-8	4	15	23	-16	5.2	1	-4	8
CC1(C)OC(=O)C(=CNc2ccccc2F)C(=O)O1	-2	2	-2	-1	4	-1.3	2	-5	0
O=C(NC(=O)c1ccccc1Cl)Nc1ccc(-c2cnco2)cc1	-2	-5	-6	15	-1	-1.9	3	5	14
Cc1nn(-c2ccc(F)cc2)c2c1cc(C#N)c1nc3ccccc3n12	1	0	0	3	-4	0.0	6	12	-2
O=C(Nc1ccc(NC(=O)C2CC2)cn1)c1ccccc1Cl	-3	2	3	1	10	3.1	-1	1	-1
O=C(O)c1cc(-c2ccco2)nc2ccc(Br)cc12	-12&0	45*!	14&3	20&-3	-29&-17	-3.4&1.5	0&-1	-28&-2	6&-2
Cc1c(NC(=O)CSc2nc3ccccc3c(=O)n2C(C)C)c(=O)n(-c2ccccc2)n1C	nt	-1	-1	nt	4	0.6	nt	12	-2
O=C(NCc1ccccn1)c1cc(Br)ccc1Cl	0	2	-3	3	7	2.4	0	-4	-1
O=C(NC1CCN(C(=S)Nc2ccc(F)cc2)CC1)c1ccco1	1	8	7	-5	0	-5.6	-4	-2	4
O=C1C2C(C(=O)N1c1nccs1)C1C=CC2C12CC2 (stereo not given)	-1	-4	17	-14	2	-0.5	6	0	-3
O=C(NN=C1CCN(Cc2ccccc2)CC1)c1cccc(S(=O)(=O)Nc2ccccc2Cl)c1	5	5	4	14	-15	-0.5	-3	4	0
CC(C)[C@H](NC(=O)[C@@H]1CSC2c3ccccc3C(=O)N21)C(=O)N1CCCCC1 (stereo not given in full)	-3	-4	1	2	2	-0.7	3	4	-4
COc1ccc(CCC(C)N2CCC(CO)(Cc3ccccc3)CC2)cc1 (stereo not given)	-2	-4	0	1	-5	3.1	-5	3	2
CN(C(=O)CSc1nnc(Cc2ccccc2F)n1N)C1CCS(=O)(=O)C1 (stereo not given)	-13	-7	1	-4	18	0.2	-2	7	0
